From PubChem
Pol kappa inh: DNA polymerase kappa (human) inhibition; 400,000 tested, 0.53% active; Potency, µM (titrated, usually from 107 µM), inactives show at the top dose activity, negative = inhibition, most hits filed as inhibitors; Q9UBT6; purified Pol kappa, fluorescent DNA synthesis assay, 10 min; also: % is scaled to controls: 0 for no effect and ±100 for the full control effect
Target sequence (Q9UBT6 whole entry, looked up): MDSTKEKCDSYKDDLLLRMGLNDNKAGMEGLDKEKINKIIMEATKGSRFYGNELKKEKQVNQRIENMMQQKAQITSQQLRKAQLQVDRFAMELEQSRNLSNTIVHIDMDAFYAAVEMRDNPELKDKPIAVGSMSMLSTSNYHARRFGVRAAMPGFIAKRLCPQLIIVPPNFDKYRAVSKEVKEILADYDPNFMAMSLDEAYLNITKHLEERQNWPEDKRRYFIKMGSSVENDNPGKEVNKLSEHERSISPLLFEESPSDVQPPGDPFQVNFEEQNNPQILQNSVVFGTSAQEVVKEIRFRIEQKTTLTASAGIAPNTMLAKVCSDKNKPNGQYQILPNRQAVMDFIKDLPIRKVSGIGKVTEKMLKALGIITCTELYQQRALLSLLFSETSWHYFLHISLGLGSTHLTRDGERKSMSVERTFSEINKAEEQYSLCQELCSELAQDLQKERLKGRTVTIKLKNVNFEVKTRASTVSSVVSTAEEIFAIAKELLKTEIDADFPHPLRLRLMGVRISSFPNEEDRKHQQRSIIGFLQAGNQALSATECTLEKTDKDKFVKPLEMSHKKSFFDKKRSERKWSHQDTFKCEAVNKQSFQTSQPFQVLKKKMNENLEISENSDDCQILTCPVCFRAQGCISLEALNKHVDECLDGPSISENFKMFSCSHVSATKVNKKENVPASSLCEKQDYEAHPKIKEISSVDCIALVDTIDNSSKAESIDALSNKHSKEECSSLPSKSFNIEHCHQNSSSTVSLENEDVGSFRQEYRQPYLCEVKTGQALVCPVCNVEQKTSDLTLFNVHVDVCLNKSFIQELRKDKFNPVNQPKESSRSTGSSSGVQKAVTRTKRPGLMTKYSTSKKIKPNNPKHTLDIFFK
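Here, compound and 10 nM enzyme are combined for 15 min at room temperature; adding 50 nM substrate (final) starts DNA synthesis, tracked by fluorescence at 0 and 10 min against buffer-only wells.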
POLB inh: DNA polymerase beta (human) inhibition. Pol beta primer extension/strand displacement, fluorescence kinetic. Potency, µM (highest dose often 114 µM), inactives show top-dose activity change, negative = inhibition, most hits filed as inhibitors. 340,000 tested, 1.3% active. AID 485314; also: % is scaled to controls: 0 for no effect and ±100 for the full control effect
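Reaction started by 50 nM substrate onto compound-treated Pol beta (10 nM, 15 min preincubation, room temperature); plates read at 0 min and 10 min. Normalized concentration-effect data fitted by four-parameter Hill equation.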
BLM helicase inh: inhibitors of human Bloom syndrome helicase BLM; P54132; recombinant BLM DNA unwinding, fluorescence dequenching; Potency, µM (doses to about 56.1 µM), inactives show at the top dose activity change, negative = inhibition, hits mostly inhibitors; 350,000 tested, 0.2% active; AID 2528;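 also: plate controls were vehicle for no effect and no enzyme for full effect; nearly all actives have a fitted effect of over 35% in size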
POLI inh: blocks human DNA polymerase iota activity; Q9UNA4; Pol iota fluorescent replication assay, 10 min; Potency, µM (titrated, usually from 115 µM), without a hit: at the top dose activity, negative = inhibition, usual class: inhibitors; 390,000 tested, 1% active; AID 588590
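Fluorescent replication assay read twice, at 0 min and 10 min after adding 50 nM (final) substrate. Enzyme (10 nM) and compounds were first incubated 15 min at room temperature; enzyme-free buffer wells were negative controls.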
APEX1 inh: blocks human APE1 abasic DNA cleavage; P27695; recombinant APE1, TAMRA/BHQ-2 abasic DNA cleavage fluorescence; Potency, µM (top dose mostly 65.8 µM), for the others: top-dose activity change, negative = inhibition, usual class: inhibitors; 350,000 tested, 0.35% active;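 also: plate controls were vehicle for no effect and reference inhibitor for full effect; nearly all actives have a fitted effect of over 55% in size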
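Substrate: short duplex with […] THF abasic site, 5'-TAMRA and 3'-BHQ-2, 50 nM final. APE1 at 0.75 nM, preincubated 15 min RT with compound. Fluorescence increase from first to third read measured activity.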
BAZ2B block: BAZ2B (human) inhibition; Q9UIF8; AlphaScreen BAZ2B-H3K14Ac peptide displacement; Potency, µM (highest dose often 114 µM), for the others: at the highest dose activity change, negative = inhibition, actives largely listed as inhibitors; AID 504333; 360,000 tested, 4.4% active; also: % is scaled to controls: 0 for no effect and ±100 for the full control effect; nearly all actives have a fitted effect of over 60% in size
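BAZ2B (50 nM) with biotin-H3(5-23)K14Ac peptide (50 nM) in PBS pH 7.4, 0.01% Tween-20, preformed 30 min, then compound 30 min at room temperature; top concentration 110uM. AlphaScreen streptavidin donor/nickel chelate acceptor beads (10 ug/mL final), 20 min dark, signal read.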
Pol eta inh: inhibitors of human DNA polymerase eta; Q9Y253; recombinant Pol eta, fluorescent DNA replication assay; Potency, µM (titrated, usually from 114 µM), for the others: at the highest dose activity change, negative = inhibition, actives largely listed as inhibitors; 390,000 tested, 1.2% active; also: % is scaled to controls: 0 for no effect and ±100 for the full control effect
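Pol eta at 10 nM preincubated with compounds 15 min at room temperature; reaction started with fluorescent substrate (50 nM final) and read kinetically at 0 and 10 min.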
Apoferritin bind: candidate novel general anesthetic via apoferritin binding; P02791; apoferritin/1-aminoanthracene competitive binding, fluorescence; Potency, µM (highest dose often 77.5 µM), without a hit: at the highest dose activity change, negative = displacement, actives largely listed as inhibitors; 350,000 tested, 0.074% active; AID 485281; also: % is scaled to controls: 0 for no effect and ±100 for the full control effect; nearly all actives have a fitted effect of over 20% in size
Target sequence (P02791 2-175 limits assumed): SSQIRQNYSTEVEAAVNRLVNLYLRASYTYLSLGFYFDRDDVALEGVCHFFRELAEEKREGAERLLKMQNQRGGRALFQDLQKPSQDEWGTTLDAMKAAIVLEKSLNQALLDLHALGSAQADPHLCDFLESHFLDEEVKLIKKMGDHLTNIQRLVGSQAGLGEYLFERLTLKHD
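Steps: apoferritin (10 uM) was premixed with half-saturated 1-AMA in PBS, compounds were pin-transferred, plates stood 10 min at room temperature, fluorescence was read at 380/535 nm, and curves were fitted with a Hill equation.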
G9a block: blocks human histone lysine methyltransferase G9a; 350,000 tested, 8.8% active; Potency, µM (doses to about 102 µM), for the others: at the top dose activity, negative = inhibition, actives largely listed as inhibitors; Q96KQ7; G9a H3K9 monomethylation, AlphaScreen, 2 h; also: % is scaled to controls: 0 for no effect and ±100 for the full control effect; nearly all actives have a fitted effect of over 75% in size
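AlphaScreen detection with an anti-monomethyl H3K9 antibody quantified product after a 2 h room-temperature reaction containing 500 nM biotinylated H3K9 peptide, 20 µM SAM and 20 nM enzyme, which had been preincubated 15 min with compound.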
Starred values were filed as active, the others as inactive; ? = inconclusive; . = not tested or not shown; & = joins results of further samples; [ ] = remark or other dose. Calls follow the shape of the dose curve; as a rule, active = well fitted curve in the direction sought with a large enough effect; inconclusive = small, poorly fitted or top-dose-only effect, or another doubt; inactive = no such curve, though single readings can be large; an effect the other way counts as inactive or inconclusive. Potency is read from the fitted curve at half-maximal effect.

SMILES	Pol kappa inh	POLB inh	BLM helicase inh	POLI inh	APEX1 inh	BAZ2B block	Pol eta inh	Apoferritin bind	G9a block
CC1CCN(S(=O)(=O)c2ccc(S(=O)(=O)NCc3cccnc3)cc2)CC1	0%	4%	2%	97%[activator]	-3%	-18%	-9%	-16%	-41%
COc1ccc(-c2cc(C(=O)NCc3ccco3)c3ccccc3n2)cc1	-21%	-13%	-2%	?	-2%	-5%	-5%	4%	.
COc1cc(NC(=O)COC(=O)c2ccccc2F)cc(OC)c1	-9%	1%	1%	189%[activator]	0%	-1%	-2%	6%	-4%
Cc1ccc2c(c1)N(CC(=O)Nc1ncccc1C)C(=O)C(C(C)C)O2 (centres undefined)	-12%	43%	3%	?	-7%	-5%	-15%	-4%	.
CCN(CC)CCN(C(=O)c1ccc(C(C)=O)cc1)c1nc2ccc(Cl)cc2s1	4%	-3%	64%[activator]	20%	-1%	.	-22%	-9%	?
Cc1cccc(OCCc2c(C)[nH]c(=S)[nH]c2=O)c1	2%	-18%	-1%	143%[activator]	2%	.	-12%	-19%	?
Cc1ccc(OCC(=O)N2CCN(C(=O)Cc3ccccc3)CC2)cc1	-2%	21%	-3%	-2%	-2%	-4%	-3%	-16%	7%[59 µM]
Cc1ncc(C[n+]2csc(CCOC(=O)CC3C4CC5CC(C4)CC3C5)c2C)c(N)n1 (centres undefined)	-9%	38%	4%	12%	-5%	-29%	-7%	?	50µM*
CCN(CC(=O)Nc1cccc(OC)c1)C(=O)c1ccncc1	-17%	24%	-1%	67%[activator]	37%	-4%	?	3%	23%
Cc1cccc(C2c3[nH]c4ccccc4c3CCN2Cc2ccc(C)s2)n1 (centres undefined)	-1%	-3%	0%	74%[activator]	-1%	-34%	-20%	-7%	-7%
CN(CC(=O)Nc1sc2c(c1C#N)CCCCC2)Cc1nc2ccccc2c(=O)[nH]1	-11%	-3%	-2%	121%[activator]	-5%	-9%	-9%	-5%	-3%
Cc1ccccc1-n1c(SCC(=O)c2c(N)n(C)c(=O)n(C)c2=O)nc2sc3c(c2c1=O)CCCC3	-10%	10%	1%	17%	2%	-30%	-9%	-6%	0%[59 µM]
Cn1c(=O)c(-c2ccc(F)cc2)nc2cncnc21	-7%[60.1 µM]	.	3%	.	7%	.	.	.	-27%[12.7 µM]
Cc1ccc(C)c(N2CCN(C(=O)c3ccc4c(Cl)c5c(nc4c3)CCCC5)CC2)c1	4%	3%	-8%	50%[activator]	.	?	-26%	?	?
Cc1cc(C)nc(SC2CC(=O)N(c3ccc(Br)cc3)C2=O)n1 (centres undefined)	5%	2%	-4%	17%	44%	-15%	-11%	-5%	40µM*
O=C(CN1C(=O)/C(=C\c2ccc(F)cc2)Oc2ccccc21)NCc1ccco1	0%	-28%	1%	17%	-5%	0%	-17%	-11%	8%
COc1cc(OC)c(OC)cc1/C=C/c1nc2cc3ccccc3cc2c(=O)n1-c1ccc(F)c(Cl)c1	-3%[60.1 µM]	1%	2%	24%	.	-24%	-25%	-20%	-13%[59 µM]
CC(=O)Nc1ccc(NC(=O)C(C)OC(=O)C2CCCC2)cc1 (centres undefined)	-3%	.	.	63%[activator]	-7%	13%	-16%	.	8%[0.501 µM]
Cc1ccc(/C=C2\SC(=S)N(CCC(=O)NNC(=O)c3ccc(O)cc3)C2=O)cc1	-9%	-24%	-4%	51%[activator]	13%	-18%	-17%	-9%	9%
CCOc1ccccc1C(=O)Nc1ccccc1-c1ccccc1	-7%	-2%	-7%	7%	-2%	53%[activator]	-18%	2%	27%[59 µM]
O=C(NNC(=S)Nc1ccccc1)c1cc(Br)ccc1Cl	-16%	10%	-3%	31%[activator]	2%	-21%	-13%	-9%	40µM*
Cc1ccc(C2(C)NC(=O)N(Cc3c(C)noc3C)C2=O)cc1 (centres undefined)	3%	0%	-1%	4%	-5%	5%	-9%	-10%	4%[12.7 µM]
COc1cc(/C=N/NC(N)=O)cc(Br)c1OCc1ccccc1C	-11%	22%	-3%	18%	-3%	9%	-4%	-5%	-10%[59 µM]
O=C1N=C(N2CCOCC2)SC1=C1CCCCC1	-12%	17%	-1%	25%	-4%	2%	-18%	-8%	-8%
COc1ccc2oc(-c3ccccc3)c(C(=O)O)c2c1	-7%	4%	-5%	-5%	33%	6%	-7%	-7%	-6%

The closing two entries of the section above come first, to join the parts:
SMILES	Pol kappa inh	POLB inh	BLM helicase inh	POLI inh	APEX1 inh	BAZ2B block	Pol eta inh	Apoferritin bind	G9a block
O=C1N=C(N2CCOCC2)SC1=C1CCCCC1	-12%	17%	-1%	25%	-4%	2%	-18%	-8%	-8%
COc1ccc2oc(-c3ccccc3)c(C(=O)O)c2c1	-7%	4%	-5%	-5%	33%	6%	-7%	-7%	-6%
CN1CCN(Cc2cn(C)nc2-c2ccccc2F)CC1c1ccccc1 (centres undefined)	1%	25%	-3%	113%[activator]	7%	-3%	-16%	-6%	.
CC(=O)N1N=C(C)CC1c1ccc(O)cc1 (centres undefined)	9%	13%	0%	-4%	2%	5%	0%	2%	3%[59 µM]
O=C1NC(=O)c2cc(Nc3ccc(F)cc3)c(Nc3ccc(F)cc3)cc21	-6%&-17%[60.1 µM]	.	-14%&-9%	.	-5%&-3%	.	.	-14%&-7%	14µM*
O=C(CCn1c(=O)sc2ccccc21)NCc1ccc2c(c1)OCO2	3%	-1%	-2%	39%	-6%	-10%	10%	-5%	3%[59 µM]
CCOC(=O)c1oc2ccc(Br)cc2c1NC(=O)CN1CCN(C)CC1	-11%	-15%	4%	-4%	13%	-32%	-21%	-22%	-13%[12.7 µM]
Cc1sc2ncnc(SCC(=O)N3CCCC(C(F)(F)F)C3)c2c1C (centres undefined)	14%	32%	-8%	5%	19%	-12%	-9%	-6%	18%
Cc1ccc(SCC(=O)Nc2ccccc2C(=O)O)cc1	0%	3%	-2%	8%	-6%	-9%	-12%	-10%	?
COc1ccc(S(=O)(=O)Nc2cc(C)on2)cc1	1%	85%	-3%	60%[activator]	2%	4%	-20%	-11%	-1%
CN(Cc1ccccc1Cl)C(=O)C1CCC(=O)N(CCc2cccc(F)c2)C1 (centres undefined)	-20%	-11%	-6%	22%	-8%	-11%	-12%	-6%	-9%[0.501 µM]
COc1cccc(C(=O)OCC(=O)NC(C)CCc2ccccc2)c1O (centres undefined)	18%	37%	-9%	-7%	3%	8%	-8%	-16%	8%
COP(=O)(OC)c1nc(-c2cccc3ccccc23)oc1NCc1ccccc1	-15%	-13%	-11%	10%	?	48%[activator]	-17%	119%[activator]	99%[activator][59 µM]
Cc1ccc(C2=[N+]([O-])C3(CCCCC/C3=N\NC(N)=O)N(O)C2(C)C)o1 (centres undefined)	0%	8%	-2%	24%	0%	-6%	-2%	0%	?
COc1c(Cl)ccc(Cl)c1C(=O)OCC(=O)O	-4%	13%	0%	13%	1%	.	-3%	-9%	-6%[59 µM]
O=C(O)c1cccc(N/N=C/c2cccs2)c1	-6%	-19%	2%	-11%	-3%	-35%	?	-12%	-4%[59 µM]
O=C(COC(=O)COc1ccc(Cl)cc1Br)NCCC1=CCCCC1	-3%	.	.	26%	22%	26%	-27%	.	5%[12.7 µM]
N#Cc1c(-c2ccccc2)nc(SCc2cccc(C(F)(F)F)c2)[nH]c1=O	?	79µM*	-12%	?	14%	?	89µM*	?	?
Cc1cc(C)nc(NS(=O)(=O)c2ccc(NS(=O)(=O)c3ccc(C#N)cc3)cc2)n1	-3%	11%	1%	-7%	36%	-18%	-13%	3%	?
Oc1c(C=Nc2ccccc2Cl)[nH]c2ccccc12	-2%	2%	-10%	86%[activator]	2%	-13%	-12%	-1%	8.9µM*
CSc1nc2ccc(NC(=O)CSc3nnc(N)s3)cc2s1	-17%	4%	-13%	9%	14%	3%	-2%	-18%	?
COc1ccccc1NC(=O)c1ccc(NC(=O)C2COc3ccccc3O2)cc1 (centres undefined)	-2%	-1%	-6%	2%	45%[activator]	-21%	1%	-11%	7%
CCCCC(CC)C(=O)NCc1ccccc1OC (centres undefined)	-1%	-1%	-3%	28%	0%	-5%	-19%	?	15%[59 µM]
CC(C)CC(OC(=O)c1cccs1)C(=O)NCC1CCCO1 (centres undefined)	-19%	19%	0%	27%	0%	9%	8%	-7%	-11%
COc1ccccc1N1CCN(C(=O)c2cnc(N3CCOCC3)c3ccccc23)CC1	-5%[60.1 µM]	32%[activator]	-2%	1%	.	-4%	-14%	-11%	26%[59 µM]
CS/C(=N\S(=O)(=O)c1cccs1)Nc1cccc(Cl)c1C	-3%	-10%	-2%	-15%	-2%	3%	-18%	?	?
Cc1ccccc1C[C@H](C(=O)O)N1C(=O)c2ccc(C(=O)O)cc2C1=O	.	.	2%	.	-4%	-28%	.	0%	-4%[12.7 µM]
CCOC(=O)c1cccc(NC(=O)c2cc(C)nn2-c2ccccc2)c1	-2%	20%	-3%	70%[activator]	13%	-12%	-16%	-2%	15%
CC1=C(C(N)=O)C(c2cccnc2)n2nc(-c3cccc(Cl)c3)nc2N1 (centres undefined)	-11%	9%	-2%	-5%	-10%	14%	-18%	-5%	-30%
COc1ccc(NC(=O)C2CCCN(c3cc(C)nc4ncnn34)C2)cc1 (centres undefined)	-13%	-27%	-4%	69%[activator]	7%	-2%	4%	-6%	10%
Clc1ccc(-c2cc(-c3ccccn3)on2)c(Cl)c1	16%	86%	-3%	18%	4%	2%	-18%	2%	20%

Copied from the list:
Pol kappa inh, CN(Cc1ccccc1Cl)C(=O)C1CCC(=O)N(CCc2cccc(F)c2)C1 (centres undefined) = -20%
BAZ2B block, CCOC(=O)c1cccc(NC(=O)c2cc(C)nn2-c2ccccc2)c1 = -12%
Apoferritin bind, COc1ccc(NC(=O)C2CCCN(c3cc(C)nc4ncnn34)C2)cc1 (centres undefined) = -6%
APEX1 inh, N#Cc1c(-c2ccccc2)nc(SCc2cccc(C(F)(F)F)c2)[nH]c1=O = 14%
BAZ2B block, CC(=O)N1N=C(C)CC1c1ccc(O)cc1 (centres undefined) = 5%

A portion of the library (hit frequency here may not be typical).
